MRP resist rev: reverses drug resistance mediated by MRP. differential viability (reversal), % at 10 µM. 0.04% of 85,000 active. AID 602. H69AR cells + 2 uM doxorubicin, CellTiter-Glo, 72 h;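 active = viability drop by adding the cancer drug above about 55%, with treated viability meeting a 40% cutoff, limit read from the data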;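 also: viability without doxorubicin minus viability with 2 µM doxorubicin for each compound; larger differential means the compound sensitizes cells more to doxorubicin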
PLAP inhibitors HTS: inhibition of human placental alkaline phosphatase – biochemical, luminescence, HTS (AID 690). purified PLAP, luminescent substrate; higher % means a stronger effect. inhibition, % at 20 µM, or IC50 in µM where a hit was titrated. 0.08% of 96,000 active; in the data active = a potency from the dose series; inactive = the rest, 99 in 100 with inhibition below about 30%; also: strong numbers were not always called active
IL1B NFkB inh: blocks IL-1B driven NFkB nuclear translocation in HUVEC cells; 0.43% of 94,000 active; inhibition, % at 2 µM; HUVEC IL-1B NFkB p65 nuclear translocation imaging; AID 796;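 active = inhibition above about 30% together with a positive call from visual inspection of the well image, limit read from the data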;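 also: nuclear over cytoplasmic p65 intensity ratio measured by imaging; 0% = IL-1B stimulated DMSO wells and 100% = unstimulated DMSO wells; values of inactives mirror those of a sister screen read the other way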
Bcl-B TR3 displacers: displacers of TR3 peptide from Bcl-B, primary screen, selectivity assay for Bfl-1 inhibitor project, biochemical, fluorescence polarization | 0.11% of 96,000 active | FP displacement of FITC-TR3 peptide from Bcl-B; higher % means a stronger effect | displacement, % at 20 µM, or IC50 in µM where a hit was titrated | AID 748;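 active = displacement above 50% at 20 µM plus a fluorescence interference ratio under 1.5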;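 also: plate controls were wells without compound for no effect and wells lacking Bcl-B protein for full effect; a part of the inactive calls stands beside numbers as strong as those of hits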
IL1B NFkB pot: enhances IL-1B driven NFkB nuclear translocation; HUVEC IL-1B NFkB p65 nuclear translocation imaging; activation, % at 2 µM; 0.3% of 94,000 active; AID 819;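 active = activation above 40%, about the mean plus 3 SD, also judged a hit on visual image review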;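 also: percent activation is computed from the nuclear over cytoplasmic p65 intensity ratio; values of inactives mirror those of a sister screen read the other way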
MRP resist rev cytotoxicity: also measured in MRP resist rev; calls as there; viability, %; H69AR cells, CellTiter-Glo, 72 h; measured here: cytotoxicity without doxorubicin
MRP resist rev with doxorubicin: second read-out of MRP resist rev, no call of its own (marks repeat the call); viability, %; measured here: viability with 2 uM doxorubicin; active compounds read low
IL1B NFkB inh cell count 2 µM: second read-out of IL1B NFkB inh, no call of its own (marks repeat the call); cell count; measured here: cells passing quality filter;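 raw number of nuclei counted in each imaged well without normalization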
IL1B NFkB pot cell count 2 µM: recorded beside IL1B NFkB pot, whose call it bears; cell count; measured here: cells passing quality filter
* = called active by the depositor; x = not tested or not shown. Not all compounds are listed, so the mix of outcomes need not match the whole.

SMILES | MRP resist rev | MRP resist rev cytotoxicity | MRP resist rev with doxorubicin | PLAP inhibitors HTS | IL1B NFkB inh | IL1B NFkB inh cell count 2 µM | Bcl-B TR3 displacers | IL1B NFkB pot | IL1B NFkB pot cell count 2 µM
COc1ccc(-c2nnc(COc3ccc4ccccc4c3)o2)cc1OC | 0.4 | 75.8 | 75.5 | -27.8% | -6.5 | 171 | -3.7% | 6.5 | 171
CCOc1ccc(C2CC(=O)NC3=C2C(=O)CCC3)cc1 (stereo unspecified) | 2.8 | 96.7 | 94.0 | 12.7% | 0.4 | 85 | -7.3% | -0.4 | 85
COc1ccc(-n2c(SCC(=O)Nc3nccs3)nc3sc4c(c3c2=O)CCN(C)C4)cc1 | 5.5 | 91.7 | 86.2 | -41.6% | 5.6 | 116 | -90.0% | -5.6 | 116
O=C1CCCC2=C1C(c1ccco1)Nc1ccc3ccccc3c12 (stereo unspecified) | 5.9 | 80.7 | 74.7 | -6.0% | 8.2 | 129 | 7.53µM* | -8.2 | 129
CCCN(CCC)c1nc(Cl)nc(NCc2ccco2)n1 | x | x | x | -1.6% | 1.1 | 138 | -3.4% | -1.1 | 138
N#Cc1cn(CC(=O)O)c2ccccc12 | -0.7 | 78.8 | 79.5 | 6.2% | -38.6 | 107 | 2.1% | 38.6 | 107
COc1ccc(NC(=O)CCCCn2c(=O)[nH]c3ccccc3c2=O)cc1 | 8.8 | 87.0 | 78.1 | 5.4% | 4.5 | 87 | -16.9% | -4.5 | 87
CCc1c(O)nc(SCC(=O)Nc2ccccc2C)[nH]c1=O | 37.9 | 93.3 | 55.4 | 9.1% | -22.3 | 114 | -3.7% | 22.3 | 114
O=C(CCCCCCN1C(=O)c2ccccc2C1=O)NC1CCCCC1 | 14.3 | 107.8 | 93.4 | x | -9.3 | 118 | x | 9.3 | 118
COc1ccc(C)cc1S(=O)(=O)N1CCC(C(=O)N2CCOCC2)CC1 | -1.9 | 106.9 | 108.9 | -11.4% | -9.2 | 135 | -3.9% | 9.2 | 135
COC(=O)c1ccccc1NC(=O)c1ccccc1SC | 11.4 | 93.0 | 81.6 | x | -3.8 | 148 | x | 3.8 | 148
CCOC(=O)N1CCC(NC(=O)Cn2cc3c(n2)CCC(C)C3)CC1 (stereo unspecified) | 10.3 | 84.7 | 74.5 | x | 0.0 | 128 | x | 0.0 | 128
O=C1NN=C(c2ccc(Cl)cc2)CC1c1cccc(Cl)c1 (stereo unspecified) | 1.6 | 94.4 | 92.8 | -30.2% | -4.2 | 188 | -12.7% | 6.2 | 63
Cc1ccccc1Nc1nc(N)nc(COC(=O)C(NC(=O)c2ccco2)C(C)C)n1 (stereo unspecified) | 5.2 | 82.6 | 77.4 | -5.8% | -30.4 | 130 | 1.2% | 30.4 | 130
CCOC(=O)c1ccc(NS(=O)(=O)c2cnc[nH]2)cc1 | -1.9 | 103.2 | 105.1 | -1.9% | x | x | -7.7% | x | x
O=C(CCC(=O)N(CC(=O)NC1CCCC1)Cc1ccc2c(c1)OCO2)Nc1ccccn1 | 7.6 | 89.3 | 81.7 | -43.8% | 1.3 | 187 | 14.2% | -1.2 | 187
CC(=O)CCN1CCOCC1 | -13.5 | 28.6 | 42.1 | -17.1% | -9.2 | 212 | -2.0% | 9.2 | 212
CCC(=O)NCCSc1c[nH]c2ccccc12 | 7.0 | 69.4 | 62.4 | 5.3% | -0.7 | 134 | -25.4% | 0.7 | 134
CCOC(=O)c1cnn(-c2nc(C)nc3sc4c(c23)CCC4)c1N | 5.1 | 105.6 | 100.5 | -17.6% | x | x | 0.3% | x | x
Cc1c(N=C2C(=O)Nc3ccccc32)c(=O)n(-c2ccccc2)n1C | -7.9 | 70.7 | 78.5 | 32.1% | -4.1 | 54 | 23.6% | 4.1 | 54
N/C(Cc1cccs1)=N\OC(=O)COc1ccccc1Cl | 14.2 | 103.2 | 89.0 | 1.9% | -7.0 | 156 | -1.5% | 7.0 | 156
Cc1ccc(-c2nc(CS(=O)CC(=O)NCCN(CC(C)C)CC(C)C)c(C)o2)cc1 (stereo unspecified) | 5.9 | 89.5 | 83.6 | -47.0% | 1.7 | 113 | 9.1% | -1.7 | 113
CCOC(=O)c1[nH]c(C)c(C(=O)NC)c1C | -10.3 | 96.0 | 106.4 | 9.6% | -3.8 | 48 | -1.1% | 3.8 | 48
CC1=CC(C)(C)NC(=S)N1c1ccc2ccccc2c1 | -6.5 | 106.4 | 112.9 | 21.4% | -2.6 | 100 | -1.4% | 2.6 | 100
CCCOc1ccc(CSC(CC(=O)O)C(=O)O)cc1 (stereo unspecified) | x | x | x | 12.1% | 8.9 | 131 | 0.2% | -8.9 | 131
CCCc1nc(SCC(=O)N2CCC(Cc3ccccc3)CC2)c2c(=O)n(C)c(=O)n(C)c2n1 | -9.0 | 41.6 | 50.6 | -35.0% | -15.9 | 60 | -1.2% | 15.8 | 60
CCCN1C2=C(C(=O)CCC2)C(c2ccc(O)c(Br)c2)C2=C1CCCC2=O | 6.7 | 82.5 | 75.8 | x | -14.0 | 146 | x | 14.0 | 146
COc1ccc(CC(=O)OCc2cc3ccccc3[nH]c2=O)cc1 | 13.4 | 101.1 | 87.6 | 3.7% | 8.7 | 92 | 2.6% | -8.7 | 92
COc1cc(OC)cc(C(=O)Nc2nc3ccccc3[nH]2)c1 | -10.8 | 30.1 | 40.9 | -47.6% | 2.6 | 173 | 0.6% | -2.6 | 173
CC1=CC(C)(C)N=C(NC#N)N1 | -5.4 | 88.8 | 94.2 | 19.5% | x | x | -6.9% | x | x
COc1ccc(Cl)cc1N(C)C(=O)CCNC(=O)Cn1cnc2ccccc2c1=O | 12.2 | 94.0 | 81.8 | -28.8% | -8.8 | 215 | 4.7% | 8.8 | 215
CC(=O)Oc1ccc(CCC(C)OC(C)=O)cc1 (stereo unspecified) | 19.8 | 119.2 | 99.3 | -4.2% | -6.9 | 131 | -9.0% | 6.9 | 131
CC1(C)Oc2ccc3ccc(=O)oc3c2/C(=C/NC2CCCCC2)C1=O | -2.3 | 63.2 | 65.5 | x | -18.4 | 135 | x | 18.4 | 135
Cc1cccc(OCc2nnc(SCC(=O)Nc3sc(C)c(C)c3C#N)n2C)c1 | 7.2 | 65.3 | 58.1 | 0.0% | -16.9 | 83 | 9.4% | 16.9 | 83
COc1cc(S(=O)(=O)NC2CCCC2)ccc1Cl | 6.0 | 99.8 | 93.9 | 28.2% | -13.1 | 147 | -3.0% | 13.1 | 147
Cc1ccnc(NC(=O)CCc2c(C)nc3ncnn3c2C)c1 | 4.7 | 95.5 | 90.8 | 7.1% | -1.0 | 103 | 1.1% | 1.0 | 103
COc1cc(C)c(N)cc1C(C)C | 4.5 | 90.1 | 85.6 | 7.5% | -15.3 | 130 | -6.3% | 15.3 | 130
COc1cc(NC(=O)c2ccc(C)cc2)c(OC)cc1NC(=O)CN1CCCCC1 | 6.8 | 61.0 | 54.2 | x | -5.2 | 155 | x | 5.2 | 155
COc1cc(/C=C2\SC(=S)N(Nc3ccccc3)C2=O)cc(OC)c1OC | x | x | x | -31.7% | -14.8 | 112 | -32.7% | 14.8 | 112
CCC(Sc1ncnc2c1nnn2-c1ccc(F)cc1)C(=O)OC (stereo unspecified) | -7.4 | 90.7 | 98.1 | 2.2% | 1.9 | 61 | -16.1% | -1.9 | 61
Cc1cc(OC(C)C)c2c(-c3ccccc3)cc(=O)oc2c1 | 7.9 | 71.8 | 63.8 | 9.6% | 11.9 | 171 | 1.6% | -11.9 | 171
Cc1cccc(-n2cnc(C(=O)N/N=C/c3ccccc3)c2)n1 | 7.6 | 99.0 | 91.4 | -4.5% | -5.3 | 99 | 1.8% | 5.3 | 99
OCc1cc(CO)c(O)c(CCc2ccccc2)n1 | -4.0 | 87.4 | 91.4 | 14.7% | 3.0 | 62 | 3.7% | -3.0 | 62
c1ccc(-c2nnc(N3CCOCC3)nc2-c2ccccc2)cc1 | -13.6 | 58.1 | 71.7 | 13.0% | -14.3 | 130 | 1.1% | 14.3 | 130
O=C1c2ccccc2C(Nc2cccc(C(F)(F)F)c2)N1Cc1ccco1 (stereo unspecified) | -10.6 | 55.1 | 65.7 | 4.7% | 1.0 | 198 | -1.3% | -1.0 | 198
CCCCn1nc2cc(C(=O)N(CC)c3ccc(OC)cc3)ccc2c1OCC | x | x | x | -47.5% | 4.1 | 149 | 0.6% | -4.1 | 149
CCOC(=O)c1sc2nc3n(c(=O)c2c1C)CCCCC3 | -6.4 | 82.2 | 88.7 | -5.7% | -2.0 | 115 | -15.7% | 2.0 | 115
CC(=O)c1ccccc1OC(=O)c1ccco1 | 10.2 | 111.0 | 100.8 | 4.9% | -6.4 | 99 | -10.1% | 6.4 | 99
Cc1nn(C(=O)c2ccc3c(c2)OCO3)c(N)c1-c1ccccc1 | 4.6 | 91.2 | 86.6 | -10.3% | -29.2 | 43 | 1.4% | 29.2 | 43
O=C(CSc1nc2c(sc3ccccc32)c(=O)n1Cc1ccccc1)NCC1CCCO1 (stereo unspecified) | -2.7 | 86.3 | 88.9 | 13.3% | -11.9 | 151 | -8.0% | 11.9 | 151
CCOC(=O)C1=NN(c2cccc(Cl)c2)C2=NC(C)=C(C(=O)OC)C(c3cccs3)N12 (stereo unspecified) | 5.1 | 88.7 | 83.5 | x | -15.8 | 142 | x | 15.8 | 142
CCOC(=O)c1c(-c2cccs2)csc1NC(=O)C(C)(C)C | -20.8 | 52.4 | 73.1 | -35.9% | -3.1 | 153 | -0.9% | 3.1 | 153
O=S(=O)(Nc1ccccc1)c1ccc(F)cc1 | 1.0 | 87.5 | 86.4 | -4.1% | -6.4 | 175 | 4.3% | 6.4 | 175
CCc1ccc(NC(=O)C(C)Nc2ccc(S(=O)(=O)NC(C)=O)cc2)cc1 (stereo unspecified) | 8.4 | 103.2 | 94.8 | 10.8% | 11.9 | 90 | -4.7% | -11.9 | 90
O=S(=O)(c1ccc(NC2CCCc3ccccc32)nc1)N1CCOCC1 (stereo unspecified) | 11.1 | 80.9 | 69.8 | -40.7% | -12.8 | 156 | 4.6% | 12.8 | 156
Cc1noc(C)c1COc1ccc(C(=O)OCC(=O)N2c3ccccc3NC(=O)C2(C)C)cc1 | -13.8 | 66.0 | 79.9 | -76.1% | -1.0 | 195 | 39.2% | 1.0 | 195
COc1cccc(CNC(=O)C2CCN(S(=O)(=O)c3ccc4c(c3)CCC(=O)N4)CC2)c1 | 18.6 | 100.6 | 82.0 | 7.3% | 6.7 | 169 | 9.6% | -6.7 | 169
COc1ccc(S(=O)(=O)Cc2ccc(C(=O)N3CCN(C(=O)c4ccco4)CC3)o2)cc1 | -9.0 | 83.3 | 92.3 | 6.5% | 5.9 | 187 | 5.2% | -5.9 | 187
c1ccc2c(c1)CC(N1CCCCC1)c1ccccc1N2 (stereo unspecified) | 1.0 | 92.7 | 91.7 | 38.6% | x | x | 3.6% | x | x

Just IL1B NFkB inh, for some of the entries so far:
| Structure | IL1B NFkB inh |
| --- | --- |
| CCCN(CCC)c1nc(Cl)nc(NCc2ccco2)n1 | 1.1 |
| N#Cc1cn(CC(=O)O)c2ccccc12 | -38.6 |

Of the compounds above, these contain a COOH group.
SMILES | MRP resist rev | MRP resist rev cytotoxicity | MRP resist rev with doxorubicin | PLAP inhibitors HTS | IL1B NFkB inh | IL1B NFkB inh cell count 2 µM | Bcl-B TR3 displacers | IL1B NFkB pot | IL1B NFkB pot cell count 2 µM
N#Cc1cn(CC(=O)O)c2ccccc12 | -0.7 | 78.8 | 79.5 | 6.2% | -38.6 | 107 | 2.1% | 38.6 | 107
CCCOc1ccc(CSC(CC(=O)O)C(=O)O)cc1 (stereo unspecified) | x | x | x | 12.1% | 8.9 | 131 | 0.2% | -8.9 | 131

Screens as filed in PubChem BioAssay.
